FBPA coupling cs: counter-screen for Giardia aldolase inhibitors: coupling enzyme system | activity change, negative = inhibition, % at 58.2 µM, hits read low | 290,000 compounds, 0.67% hits | coupling enzyme system counterscreen, AmpLite Red fluorescence; in the data active means activity change below about -30%; further: on the % scale 0 is the no-effect control and ±100 the full control effect
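Fluorescence at 525 nm excitation and 598 nm emission measured inhibition of the coupled detection system without aldolase. Compounds (at 57.5 uM final) were preincubated 10 min at room temperature with coupling enzyme reagent before a 20 min substrate/AmpLite Red step.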
CXXC DNA block: inhibitors of human MLL CXXC domain-DNA interaction; Q03164; AID 2662; 290,000 compounds, 0.037% hits; Potency, µM (series often up to 115 µM), inactives show at the top dose activity change, negative = inhibition, actives largely listed as inhibitors; MLL-CXXC / FITC-HOXA9 DNA fluorescence polarization; active means well fitted inhibition curve with a large enough effect in the polarisation, with a control signal flat, not every such curve was filed as active; inconclusive means small, poorly fitted or top-dose-only effect, or effect the other way, or a change in a side signal; inactive means no such curve, though single readings can be large or run the other way; the % refers to the polarisation; further: potency means the concentration at half of the fitted maximal effect
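Purified MLL-CXXC (added from a 7 uM solution) was preincubated 5 min at ambient with pinned compounds in 50 mM Tris-HCl pH 7.5, 50 mM NaCl, 1 mM DTT, 0.05% BSA. Fluorescein-labeled HOX-A9 DNA (50 nM solution) followed, 30 min, then polarization read.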
Giardia killer: kills Giardia lamblia. 340,000 compounds, 0.15% hits. Giardia lamblia trophozoite viability. activity change, % at 7.66 µM, hits read low; in the data active means activity change below about -80%; inconclusive means between about -30% and that limit;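 further: parasites exposed to compound for two days anaerobically before the ATP read; on the % scale 0 is the no-effect control and ±100 the full control effect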
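Luminescence from cellular ATP indicates surviving trophozoites (100 cells/well) following 48 hrs anaerobic compound treatment at 37 deg C; signal develops 15-30 min at room temperature.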
TSHR antag: human thyrotropin receptor antagonism. TSHR-expressing cells, TSH-stimulated cAMP HTRF, 2 h; hits give low values. activity change, negative = inhibition, % at 11.5 µM. 330,000 compounds, 0.2% hits. AID 504810;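 active means activity change below a set negative limit, meaning inhibition stronger than a set level, cut at about -70% in these data; inconclusive means activity change between two set negative limits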; further: on the % scale 0 is the no-effect control and ±100 the full control effect
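TSHR-expressing cells, 200/well, pre-treated with compound, then stimulated with EC80 TSH (4nM final) for 2 hours at 37 deg C. cAMP measured by competitive HTRF: anti-cAMP cryptate antibody in lysis buffer plus cAMP-d2, read after 30 minutes at room temperature.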
KCNH2 WT inh: inhibitors of human wildtype KCNH2 potassium channel. Q12809. U2OS, BacMam KCNH2, thallium flux FluxOr; hits give low values. activity change, % at 1.84 µM. 340,000 compounds, 0.37% hits;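 active means maximum activity change below -70%; inconclusive means maximum activity change between -70% and -50%; inactive means maximum activity change above -50%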; further: on the % scale 0 is the no-effect control and ±100 the full control effect
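U2OS cells transduced with wild-type KCNH2 virus are loaded with FluxOr dye for 45 min, and thallium flux is measured in kinetic reads before and after stimulation buffer. Rate constants are normalized to DMSO controls.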
Tb PFK block: T. brucei PFK enzyme inhibition; O15648; T. brucei PFK, ADP-Glo luminescence; Potency, µM (highest dose often 57.5 µM), without a hit: at the top dose activity, negative = inhibition, most hits filed as inhibitors; 330,000 compounds, 0.17% hits; AID 485367;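 further: potency means the concentration at half of the fitted maximal effect; 0% = uninhibited 1x PFK enzyme wells and -100% = no-enzyme wells; nearly all actives have a fitted effect of over 60% in size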
Target sequence (O15648 whole entry, looked up): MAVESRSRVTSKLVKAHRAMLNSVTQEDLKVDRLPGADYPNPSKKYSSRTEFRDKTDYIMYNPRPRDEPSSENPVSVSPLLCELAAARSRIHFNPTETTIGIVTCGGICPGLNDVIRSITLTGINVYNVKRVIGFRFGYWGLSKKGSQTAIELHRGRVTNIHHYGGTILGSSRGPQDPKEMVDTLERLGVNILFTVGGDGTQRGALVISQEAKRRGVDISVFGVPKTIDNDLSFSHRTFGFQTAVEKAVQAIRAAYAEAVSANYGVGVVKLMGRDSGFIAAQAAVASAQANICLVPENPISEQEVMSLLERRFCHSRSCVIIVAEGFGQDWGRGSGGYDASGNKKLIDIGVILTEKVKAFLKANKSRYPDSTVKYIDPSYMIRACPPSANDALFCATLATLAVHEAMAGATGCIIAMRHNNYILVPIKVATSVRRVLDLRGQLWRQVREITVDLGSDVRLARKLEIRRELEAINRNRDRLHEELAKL
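In TEA buffer at pH 8.0 with 5 mM MgCl2, enzyme (1.25 nM) converted F6P (0.5 mM) and ATP (0.1 mM) for 45 min at room temperature. ADP product was read by luciferase luminescence.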
AT treatment: potential ataxia-telangiectasia treatment. […] A-T fibroblasts, KAP-1 phosphorylation AlphaLISA; neocarzinostatin DNA damage 30 min before lysis. Potency, µM (series often up to 57.5 µM), without a hit: at the highest dose activation, hits mostly activators. 320,000 compounds, 0.19% hits. AID 485349; further: potency means the concentration at half of the fitted maximal effect; % of control where 0% means no effect; nearly all actives have a fitted effect of over 45% in size
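ATM-like activity read as KAP-1 phosphorylation via AlphaLISA donor/acceptor antibody pairs after lysis and 6 hr at 25C. Cells were ATM-null patient fibroblasts ([…], hTERT), dosed 60 min, then exposed to the DSB inducer NCS for 30 min.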
GALK inh: galactokinase (human) inhibition; P51570; Purified GALK, Kinase-Glo residual ATP luminescence; Potency, µM (highest dose often 57.5 µM), for inactives: at the top dose activity change, negative = inhibition, actives largely listed as inhibitors; 270,000 compounds, 0.007% hits; further: potency means the concentration at half of the fitted maximal effect; on the % scale 0 is the no-effect control and ±100 the full control effect
Target sequence (P51570 whole entry, looked up): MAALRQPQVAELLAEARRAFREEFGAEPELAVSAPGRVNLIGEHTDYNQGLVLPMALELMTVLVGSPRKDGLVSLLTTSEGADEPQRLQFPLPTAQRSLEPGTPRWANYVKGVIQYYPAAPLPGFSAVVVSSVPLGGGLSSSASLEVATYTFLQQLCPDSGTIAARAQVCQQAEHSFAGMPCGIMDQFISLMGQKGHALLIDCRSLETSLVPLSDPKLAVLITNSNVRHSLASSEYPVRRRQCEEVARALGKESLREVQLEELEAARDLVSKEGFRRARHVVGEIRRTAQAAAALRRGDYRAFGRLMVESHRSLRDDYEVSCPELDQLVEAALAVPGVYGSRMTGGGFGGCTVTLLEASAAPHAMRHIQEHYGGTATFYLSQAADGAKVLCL
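Galactose (100 uM) and ATP (35 uM) were turned over by 5 nM GALK for 1 h at RT. Kinase-Glo Plus then converted the remaining ATP into a luminescent signal.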
BCR signal inh: inhibitors of chronic active B-cell receptor signaling; Potency, µM (top dose mostly 46.1 µM), for the others: at the highest dose ratio change, negative = lower green/red ratio, most hits filed as inhibitors; 340,000 compounds, 0.05% hits; ABC-DLBCL IkBa-CBG/CBR reporter, luminescence ratio, 4 h; active means well fitted inhibition curve with a large enough effect in the signal ratio, with a control signal flat, not every such curve was filed as active; inconclusive means small, poorly fitted or top-dose-only effect, or effect the other way, or a change in a side signal; the % refers to the signal ratio;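 further: potency means the concentration at half of the fitted maximal effect; plate controls were basal doxycycline-induced cells for no effect and cells given 10 µM MG132 for full effect; MG132 reads +100%, hits lower the ratio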
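Doxycycline induced both beetle luciferases in TMD8 lymphoma cells; IKK-driven degradation limits the IkappaBalpha-fused green signal, while red luminescence normalises for cell number and nonspecific effects. Compounds tested up to 46 uM, 4 hrs.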
TCR activator: activators of T cell receptors. primary human leukocytes, anti-CD3, IL-2 HTRF, 48 h. Potency, µM (highest dose often 9.22 µM), for inactives: at the top dose activation of IL-2 secretion, most hits filed as activators. 330,000 tested, under 10 active. AID 504894; further: % of control where 0% means no effect
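IL-2 produced over 48 hr by a-CD3 bead-stimulated primary human leukocytes exposed to compounds was detected with a homogeneous time-resolved FRET immunoassay, 665nm acceptor signal after 320nm excitation.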
Active calls of the source: *; u = inconclusive; x = not tested or not shown; & = joins results of further samples; [ ] = remark or other dose. Unless noted, the call rests on the fitted dose curve; in most records, active means well fitted curve in the direction sought with a large enough effect; inconclusive means small, poorly fitted or top-dose-only effect, or another doubt; inactive means no such curve, though single readings can be large; an effect the other way counts as inactive or inconclusive. Outcome played no part in choosing rows, and some 1.6% of all compounds hit somewhere here.

smiles,FBPA coupling cs,CXXC DNA block,Giardia killer,TSHR antag,KCNH2 WT inh,Tb PFK block,AT treatment,GALK inh,BCR signal inh,TCR activator
CCOc1cc(S(=O)(=O)NCc2ccccc2)ccc1F,2,-1%,13,-4,8,-10%,4%,-2%,-4%,-2%
Cc1ccc(C)c(N2CCN(S(=O)(=O)c3ccc4c(c3)oc(=O)n4C)CC2)c1,1,-5%,-8,-10,-17,0%,-2%,1%,3%,7%
Cc1ccc(-n2c(=O)cc(N3CCC(C)CC3)[nH]c2=O)cc1,3,-3%,-4,15,-18,-2%,-1%,0%,-13%,2%
OCCC1CN(C2CCSCC2)CCN1C1CCCC1 (stereo not drawn),0,5%,6,7,6,2%,6%,-1%,-5%,-1%
Cc1ccc(OCCn2cc(/C=N/NC(=O)c3ccncc3)c3ccccc32)cc1,-2,0%,-9,-8,-187*,-1%,5%,2%,-7%,-3%[46.1 µM]
Cc1ccc(NC(=O)CSc2nc3sc(C)cc3c(=O)n2C)cc1,0,0%,11,-3,-5,4%,-2%,-4%,1%,4%
CC(=O)c1ccc(NC(=O)CC23CC4CC(C2)CC(n2nnc(C)n2)(C4)C3)cc1,-1,0%,-3,-13,5,-4%,0%,-2%,-5%,0%
CC1CCCC(C)N1C(=O)COC(=O)c1n[nH]c(=O)c2ccccc12 (stereo not drawn),x,x,-1,-4,4,1%,-3%,x,2%,4%
COc1ccc(NC(=O)c2ccc(CN(c3cc(Cl)ccc3C)S(=O)(=O)c3ccccc3)cc2)cc1OC,-1,17%,13,10,5,0%,-3%,1%,6%,1%
N#Cc1nnn(-c2ccc(Cl)cc2)c1N,7&-1,13%&-9%,-10,5&-5,-27,1%&-10%,0%&1%,6%,11%&-15%,-11%
O=C1COc2ccc(C(=O)NCc3ccc4c(c3)OCO4)cc2N1,1,-6%,-12,10,-7,0%,0%,0%,-1%,2%
COC(=O)c1cn(NC(=O)c2ccc3c(c2)OCO3)c(=O)c2ccccc12,-3,8%,14,-7,-4,0%,14%,-1%,u,9%
Cc1onc(-c2cccc(Cl)c2Cl)c1C(=O)O/N=C(\N)c1ccc([N+](=O)[O-])o1,-3,-1%,6,5,-2,3%,1%,-2%,2%,-2%
CC(=O)Nc1nc2ccc(S(=O)(=O)N3CCCCC3)cc2s1,x,-1%,3,-4,-6,-6%,-2%,0%,u,-1%
S=C(NCc1ccccc1)NCc1ccccc1Cl,x,0%,-10,-9,5,1%,10%,-1%,2%,0%
NC(=O)c1nc(C(=O)N2CCCCC2)c2ccccc2n1,x,x,-8,9,11,1%,1%,x,1%,-13%
Cc1ccc(NC(=O)c2ccc(OC(=S)N3CCOCC3)cc2)cc1,-1,-1%,15,-2,1,-6%,1%,3%,-13%,-31%
CC12c3ccccc3C(c3ccccc31)C1C(=O)N(c3ccncc3)C(=O)C12 (stereo not drawn),4,-3%,10,-11,0,6%,-3%,-1%,u,6%
Cc1cccc(C)c1Nc1nnc(SCC(=O)c2ccc(Br)s2)s1,3,11%,-4,4,2,0%,-7%,-1%,u,6%[46.1 µM]
CCN(C[C@H]1N[C@@](Cc2ccccc2)(C(=O)OC)[C@H]2C(=O)N(C)C(=O)[C@@H]12)S(=O)(=O)c1ccc(OC(F)(F)F)cc1,x,x,-10,-4,-25,-2%,0%,x,u,-8%

smiles,FBPA coupling cs,CXXC DNA block,Giardia killer,TSHR antag,KCNH2 WT inh,Tb PFK block,AT treatment,GALK inh,BCR signal inh,TCR activator
Cc1c(NC(=O)COc2cccc(F)c2)c(=O)n(-c2ccccc2)n1C,x,x,10,4,1,0%,0%,x,-1%,-3%
CCOC(=S)SCC(=O)Nc1ncc(C)s1,2,7%,10,2,-9,-15%,5%,0%,u,9%
C=CCOc1ccc(/C=C2\C(=N)N3N=C(S(=O)(=O)CC)SC3=NC2=O)cc1OC,12,-2%,16,-17,-1,8%,2%,-2%,5%,3%
CC(NC(=O)CCc1nnc(-c2ccc(-c3ccccc3)cc2)o1)c1nc2ccccc2[nH]1 (stereo not drawn),-1,0%,-11,-9,2,-4%,-2%,10%,u,-5%
CC(C)Cc1cc(CN2CCCC(CO)(Cc3cccc(Cl)c3)C2)[nH]n1 (stereo not drawn),4,0%,-28,-4,11,-5%,1%,8%,-15%,4%
COc1ccc(OCCCC(=O)Nc2cc(S(=O)(=O)N3CCCCC3)ccc2OC)cc1,x,x,-5,-10,1,-1%,8%,x,1%,-3%
O=C(NCN1CCN(c2ccccn2)CC1)c1cnccn1,2,0%,-10,8,8,-3%,-3%,0%,-7%,3%
O=C(NC1CCCCC1)C(c1ccncc1)N(C(=O)c1ccco1)c1ccc(F)cc1 (stereo not drawn),-1,40%[activator],11,-8,3,1%,0%,-2%,u,-3%
COc1ccc(/C=N/NC(=O)COc2ccccc2-c2ccccc2)cc1,0,11%,29,9,-3,1%,3%,1%,u,-5%
CC1(NC(=O)CC(c2ccccc2)(c2ccccc2)c2ccccc2)CCN(Cc2ccc(-c3ccccc3)cc2)C1=O (stereo not drawn),x,x,12,1,-13,-5%,5%,x,0%,-1%
O=C(NCCC(=O)N1CCN(c2ncccn2)CC1)c1ccccc1,1,1%,17,6,35,13%,2%,-1%,u,-6%
Cc1cc(C)cc(-n2c(C)nc3cc(C(=O)O)ccc32)c1,12,-9%,-9,-2,7,3%,-5%,-3%,7%,-1%
CC(C)[C@H](NC(=O)[C@H](Cc1ccccc1)n1c(=O)[nH]c2ccccc2c1=O)C(=O)N1CCC[C@@H]1C(=O)O,-5,10%,-14,-3,-2,1%,2%,x,-9%,0%
CC1(C)Cc2c(cnn2-c2ccc(F)cc2)C(NC(=O)Cn2cncn2)C1 (stereo not drawn),3,6%,-11,15,9,-1%,5%,-5%,2%,0%
COc1ccccc1NS(=O)(=O)c1ccc(C)c(C(=O)NCC(c2ccco2)N(C)C)c1 (stereo not drawn),x,x,11,4,-2,18%,4%,x,-19%,3%
Cc1ccc(-n2ncc3c(NNC(=O)c4cccs4)ncnc32)cc1,2,0%,-15,5,-2,-2%,-1%,0%,18%,4%
Cc1ccc2c(C)[nH]c(=O)cc2c1,0,-4%,-2,-6,-25,1%,-7%,0%,12%,0%
Clc1cccc(-c2ccc(CNCc3ccccn3)o2)c1,-12,14%,-19,53,9,19%,-4%,-1%,7%,2%
COCCNC(=O)c1cccc(OC2CCN(Cc3ccc(C(C)C)cc3)CC2)c1,1,-2%,2,2,36,1%,3%,-3%,-19%,3%
COC(=O)C1=C(C(=O)c2ccc(C)cc2)C(c2ccc(O)c(OC)c2)n2nnnc2N1 (stereo not drawn),-1,u,5,1,-6,2%,x,-1%,10%,1%

smiles,FBPA coupling cs,CXXC DNA block,Giardia killer,TSHR antag,KCNH2 WT inh,Tb PFK block,AT treatment,GALK inh,BCR signal inh,TCR activator
c1ccc(Cn2nnnc2CN2CCCC2)cc1,5,-1%,-5,22,-11,-1%,-3%,2%,9%,-6%[46.1 µM]
COc1ccc(COC(=O)c2ccc(S(=O)(=O)N3CCC(C)CC3)cc2)cc1,x,-8%,-2,0,-8,2%,-1%,2%,2%,8%
Cc1nn(CC(=O)NCCCc2ccccc2)c(=O)c2cc3occc3n12,x,4%,1,3,-7,2%,15%,5%,-9%,-2%
CC(=O)N1CCC(=NNC(=O)c2cc3ccccc3cc2O)CC1,x,4%,-2,-1,-3,-6%,9%,5%,3%,5%
CCCCOc1ccc(C(=O)NCc2ccccn2)cc1,2,3%,4,21,3,-3%,-4%,1%,-1%,-5%
CC(=O)/C(=N/Nc1cccc(Cl)c1)N1CCOCC1,4,-5%,-10,9,-26,-5%,-3%,0%,u,-5%
C=CCNCCCOc1ccc(C(C)(C)c2ccccc2)cc1,0,13%,-1,22,20,0%,-7%,2%,-10%,-3%[46.1 µM]
COc1ccc2nc(NC(=O)c3cnccn3)sc2c1,0,-13%,1,8,-6,-7%,-12%,0%,u,2%
O=c1c2ccccc2cnn1Cc1ccc(Br)cc1F,-1,-2%,-16,-4,-1,4%,0%,-2%,-19%,6%
O=C1CCCN1Cc1ccccc1,2,0%,10,2,-9,2%,0%,x,-1%,4%
CCc1nc2cccnc2n1-c1ccc(CC(=O)NC(C)CC)cc1 (stereo not drawn),-1,13%,9,-6,5,2%,4%,-1%,-1%,2%
Cc1cc(C)cc(NC2=CC(=O)CC(c3ccco3)C2)c1 (stereo not drawn),9,-1%,22,-5,-6,-2%,-1%,-1%,u,-4%
COc1ccc2nc(N3CCCC(C(=O)NCCCN4C(C)CCCC4C)C3)sc2c1 (stereo not drawn),0,33%[activator],-3,8,11,4%,0%,-2%,-1%,2%
O=C(N/N=C/c1ccccc1)c1ccc(N2CCOCC2)c([N+](=O)[O-])c1,-7,-16%,0,16,-2,-17%,3%,-3%,-3%,-22%[46.1 µM]
CCNC(=S)N1CCc2cc(OC)c(OC)cc2C1COc1ccc(OC)cc1 (stereo not drawn),4,3%,-15,4,-2,0%,8%,-2%,u,0%

Screens from PubChem BioAssay.
